K1F lysis inhibition – protection from phage-mediated lysis, alamar blue read-out – E. coli UTI89, K1F phage, bacterial capsule biogenesis inhibitors (AID 488966). E. coli UTI89 K1F phage lysis, alamar blue, 2 h; higher % means a stronger effect. inhibition, % at 100 µM, or IC50 in µM where a hit was titrated. actives 0.02% (n = 340,000);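 active = phage lysis inhibition, versus mean bacterial control, above a set limit; inconclusive = no clear call, values can overlap the other calls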;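 also: capsule biogenesis inhibitors block K1F phage lysis so surviving cells raise fluorescence; higher fluorescence means more inhibition of phage lysis; actives were called in the ten point dose series up to 300 µM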
WT yeast gro inh – growth inhibition of WT yeast, mitochondrial fusion screen; mitochondrial fusion phenotypic screen, WT strain; inhibition, % at 10 µM; actives 2.1% (n = 190,000); AID 1362; in the data active = inhibition above about 58%; tested in S. cerevisiae
CSM14.1 death rescue – rescue of cells from ER stress-induced death, primary screen, 384-well, CSM14.1, thapsigargin, ATP luminescence (AID 1222); CSM14.1 thapsigargin-induced death rescue, ATP luminescence; higher % means a stronger effect; 190,000 tested, under 10 active; cellular ATP content (survival), % at 20 µM; hits with a dose series show EC50 in µM;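 active = EC50 below 50 µM in the dose-response confirmation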;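 also: death triggered by thapsigargin at about 15 µM added after 2 h compound pretreatment; cell ATP read after overnight thapsigargin exposure of roughly 18 to 22 hours; normalized against plate controls of thapsigargin alone and 5% DMSO vehicle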
TNAP activation fold – stimulation of alkaline phosphatase TNAP activity – biochemical, luminescent, no phosphate acceptor, uHTS, primary screen (AID 1001); purified TNAP, luminescent activation assay, no phosphate acceptor; higher activation fold means a stronger effect; activation fold at 20 µM, or EC50 in µM where a hit was titrated; actives 0.03% (n = 200,000); in the data active = activation fold from about 3, or a potency from the dose series; inactive = the rest, 99 in 100 with activation fold below about 1.6; also: many of its hits are not listed in these tables
M1AAP inhibition – malaria alanyl aminopeptidase activity blockers – biochemical, fluorogenic H-Leu-NHMec substrate, 1536-well (AID 1445); recombinant M1AAP, H-Leu-NHMec fluorogenic kinetic assay; higher % means a stronger effect; inhibition, % at 30 µM; hits with a dose series show IC50 in µM; actives 0.42% (n = 220,000);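 active = primary inhibition above the hit cutoff, then over 50% inhibition at one or more dose response concentrations, cut at about 23% in these data, passing the limit was not always enough; inconclusive = conflicting primary data, or primary hits not chosen for dose response; inactive = low primary inhibition, or under 50% at every dose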;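 also: plate controls were DMSO full reaction for no effect and no enzyme background for full effect; strong numbers were not always called active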
Lipid droplet – hepatic lipid droplet formation modulation. inhibition, % at 6.5 µM. AID 1656. actives 0.4% (n = 240,000). AML12 mouse hepatocytes, oleate lipid droplets, BODIPY imaging;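 active = lipid droplet intensity inhibited by at least 50%, with more than 500 cells counted; inconclusive = wells with under 300 cells, treated as cytotoxic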
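System: AML12 hepatocytes (mouse). Probe or stimulus: oleic acid at 100 µM to induce lipid droplet formation. Times: overnight treatment with compound plus oleate. Detection: Image-based BODIPY and DAPI two-channel analysis. Evaluation: percent inhibition of filter-corrected integrated lipid droplet intensity per well.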
Myeloid diff MLP – promotes myeloid progenitor differentiation; calls only at 10 µM; AID 624256; ER-HoxA9 myeloid progenitors, lysozyme-GFP differentiation, flow cytometry; actives 1% (n = 360,000);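 active = normalized GFP-positive differentiation at or above the plate's own cutoff, the solvent-only control mean plus 3 SD; inconclusive = no clear call, values can overlap the other calls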;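 also: cells exposed to compound for four days before flow analysis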
human PMI inhibition – MPI enzyme activity inhibition – biochemical, fluorescence intensity, coupled assay, primary screen (AID 1209). actives 0.42% (n = 190,000). purified PMI enzyme, coupled fluorescence intensity; higher % means a stronger effect. one-dose inhibition, % at 20 µM; IC50 in µM for titrated hits;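 also: plate controls were DMSO vehicle for no effect and wells lacking substrate for full effect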
human PMI inhibitors – MPI inhibition at elevated mannose 6-phosphate – biochemical, fluorescence intensity, high mannose 6-phosphate, primary screen (AID 1220) | inhibition, % at 20 µM; hits with a dose series show IC50 in µM | recombinant PMI enzyme, coupled fluorescence intensity; higher % means a stronger effect | actives 0.66% (n = 190,000)
WT yeast gro inh mutant strain – further read-out of WT yeast gro inh, marked with its call; inhibition, %; mitochondrial fusion phenotypic screen, mutant strain inhibition
Lipid droplet cells 6.5 µM – recorded beside Lipid droplet, whose call it bears; cell count; measured here: cell count, cytotoxicity flag;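 cells counted across two imaged fields per well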
Myeloid diff MLP GFP+ MAC1+ % – recorded beside Myeloid diff MLP, whose call it bears; GFP+ MAC1+ double positive, %; measured here: differentiation confirmed by MAC1 staining
The depositor's hits bear a star; i = inactive; ? = inconclusive; / = not tested or not shown; [ ] = another dose, or the depositor's remark. Rule as the data show it, unless noted: active = inhibition above about 50%; inactive = the rest.

SMILES	K1F lysis inhibition	WT yeast gro inh	WT yeast gro inh mutant strain	CSM14.1 death rescue	TNAP activation fold	M1AAP inhibition	Lipid droplet	Lipid droplet cells 6.5 µM	Myeloid diff MLP	Myeloid diff MLP GFP+ MAC1+ %	human PMI inhibition	human PMI inhibitors
O=C(O)CNC(=S)N(Cc1ccccc1F)C1CCCCC1	-0.3%	-5	-13	-15%	1	6%	-11	705	i	0.5	-2%	-2%
Cc1ccc(NC(=O)COC(=O)c2cc(-c3cccs3)nn2-c2ccccc2)cc1[N+](=O)[O-]	-0.3%	-1	-5	-2.8%	1.1	7%	-6	732	i	0.1	-3%	-4%
O=C(O)C1CCCN(S(=O)(=O)c2cccc3cccnc23)C1 (stereo unspecified)	-3.4%	2	0	/	1	15%	12	660	i	2.9	0%	-1%
CCN(/N=C/c1ccc(Cl)cc1)c1cc(=O)n(C)c(=O)[nH]1	0.2%	3	-3	2.0%	1.1	23%	6	658	i	0.9	22%	30%
CCSc1nnc(NC(=O)c2cc(C)on2)s1	i	-11	-7	/	1.1	12%	-3	634	i	14	6%	-2%
CN(C)CCC(=O)c1ccc2c(c1)OCO2	-0.1%	1	-3	32%	1	4%	/	/	i	2.0	33%	29%
CN1CCN(NC(=O)c2ccccc2F)CC1	0.7%	-67	-1	-2.4%	1	1%	/	/	i	0.3	-13%	-11%
COc1ccc(C(=O)OCC(=O)NCC2CCCO2)cc1 (stereo unspecified)	0.1%	-13	-32	1.4%	1.1	-5%	10	711	i	0.1	-6%	-3%
N#Cc1cc(-c2ccccc2)nnc1Oc1ccccc1Cl	0.0%	4	-31	0.0%	1.1	10%	/	/	i	1.0	-3%	-2%
CC(=O)c1cccc(NC(=O)c2csc(-n3nc(C)cc3C(F)(F)F)n2)c1	-0.3%	2	34	0.8%	1	-6%	/	/	i	0.4	3%	-3%
O=C(COC(=O)c1ccc(Br)cc1)Nc1ccccc1Br	-1.9%	-1	0	-0.3%	1.1	0%	3	665	i	0.3	-21%	-16%
c1ccc(Oc2nc(N3CCOCC3)nc(N3CCOCC3)n2)cc1	1.8%	-14	-5	-3.2%	1.2	1%	-2	764	i	3.2	1%	0%
Nc1nc(SCC(=O)NCC2CCCO2)[nH]c(=O)c1NC(=O)c1ccco1 (stereo unspecified)	2.8%	-4	-11	-0.6%	1	1%	3	716	i	3.1	10%	7%
CCNC(=S)Nc1cc(C)ccn1	3.3%	1	10	-3.8%	1	11%	2	640	i	1.0	2%	-4%
O=[N+]([O-])c1ccc(Nc2ccccn2)c([N+](=O)[O-])c1	-0.2%	7	8	-2.0%	1	5%	0	692	i	0.8	8%	17%
COc1ccc(OCC(=O)NC2CC(C)(C)NC(C)(C)C2)cc1	3.9%	10	11	-0.4%	1.1	-3%	/	/	i	1.6	-3%	-1%
CC(NC(=O)COC(=O)CSCc1ccccc1)c1ccccc1 (stereo unspecified)	0.5%	-8	9	-1.3%	1.1	6%	10	683	i	0.6	-20%	-5%
O=C(Cc1ccccc1)NCCSCc1ccco1	0.8%	10	5	-3.0%	1	3%	-6	776	i	9.0	10%	4%
CC1CCN(CCOc2cccc(Br)c2)CC1	0.4%	-3	11	-3.1%	1.1	12%	18	707	i	0.2	-8%	-17%
Cc1conc1NC(c1cccs1)c1ccc2cccnc2c1O (stereo unspecified)	-1.7%[50 µM]	-23	-6	-1.0%	1.1	-13%	/	/	/	/	13%	31%
COc1ccc(NC(=O)c2cc(C)on2)cc1	0.1%	11	7	-0.9%	1.1	-3%	12	702	i	0.3	-12%	1%
COCCNC(=O)c1ccccc1-c1nc(-c2ccccc2OC)no1	0.0%	-11	-31	1.1%	1.1	6%	-4	755	i	7.5	9%	2%
CN(NC(=O)c1ccc(Cl)cc1)c1ncc(C(F)(F)F)cc1Cl	0.2%	/	/	/	/	-2%	-19	714	i	0.5	/	/
CCC(C(=O)NN1C(=O)c2ccccc2C1=O)c1ccccc1 (stereo unspecified)	0.5%	-14	1	-1.1%	1	2%	-12	673	i	0.4	7%	6%
CCCc1cc(=O)[nH]c(SCC(=O)C(C)(C)C)n1	0.0%	13	10	0.4%	1.3	4%	-3	766	i	0.6	1%	-1%
(list continues)
SMILES	K1F lysis inhibition	WT yeast gro inh	WT yeast gro inh mutant strain	CSM14.1 death rescue	TNAP activation fold	M1AAP inhibition	Lipid droplet	Lipid droplet cells 6.5 µM	Myeloid diff MLP	Myeloid diff MLP GFP+ MAC1+ %	human PMI inhibition	human PMI inhibitors
Cc1[nH]n(-c2ccccc2)c(=O)c1C=NCC1CCCO1 (stereo unspecified)	-1.1%	-9	-2	-1.5%	1	2%	-15	619	i	0.8	-7%	-2%
CCn1cc(C(=O)OCC(=O)Nc2c(C)n(C)n(-c3ccccc3)c2=O)c(=O)c2ccc(C)nc21	0.0%	-1	2	1.3%	1.1	4%	/	/	i	0.3	-2%	1%
CCC1CCCCN1CCCNC(=O)CCCNC(=O)Cn1cnc2sc3c(c2c1=O)CCCC3 (stereo unspecified)	-0.2%	-3	-1	-1.3%	1.1	7%	-8	690	i	0.1	-8%	-7%
COC(=O)c1cnc(SCc2ccc(Cl)cc2)n1C	0.9%	3	18	0.5%	1.1	18%	16	715	i	0.2	-8%	-3%
O=S(=O)(NCc1ccco1)c1cccc2cccnc12	0.8%	-6	-7	6.4%	1.1	1%	2	766	i	1.0	2%	24%
Cc1ccc(C(=O)Nc2nnc(-c3ccco3)o2)cc1C	i	19	-6	-0.3%	1.4	-14%	-16	650	i	0.8	-3%	-7%
COc1ccc2cc(C(=O)C3CCCN(Cc4cnc(N5CCOCC5)s4)C3)ccc2c1 (stereo unspecified)	-0.3%	6	-4	17%	1	14%	-3	697	i	0.4	10%	6%
C[n+]1ccc(/C=C/c2ccc(Br)cc2)cc1	1.0%	15	31	-1.2%	1.1	53%	/	/	i	3.4	-12%	-34%
Cc1ccc(-c2nc(CS(=O)(=O)CC(=O)N3CCCCCC3)c(C)o2)cc1	0.4%	14	4	/	1.1	3%	-1	405	?	/	15%	16%
COC(=O)c1c(C)oc2ccc(NS(=O)(=O)c3cc(OC)ccc3OC)cc12	0.3%	16	22	/	1.1	-4%	-8	740	i	0.6	27%	20%
COc1ccc(N=C2C(=O)N3c4c(cccc42)C(C)=CC3(C)C)cc1	2.1%	-11	-8	0.2%	0.9	12%	3	668	i	0.7	34%	45%
CC(=O)Nc1ccc(C(=O)N2CCCC2)cc1	-1.9%	8	17	-1.4%	1.1	2%	/	/	i	1.8	4%	-1%
Cc1cccc2cc(CN(Cc3cccs3)S(=O)(=O)c3ccc4c(c3)OCCO4)c(=O)[nH]c12	8.2%	6	3	-0.6%	1.1	5%	4	693	i	1.4	20%	7%
CC(NC(c1ccccc1)c1ccccc1)C(=O)N1CCCc2ccccc21 (stereo unspecified)	-5.9%	57	-5	4.2%	1	2%	-2	596	i	0.8	2%	10%
Cc1cc(C)n2nc(SC(C)C(=O)Nc3ccc(Cl)cn3)nc2n1 (stereo unspecified)	0.2%	-23	-2	0.4%	1	1%	0	679	i	0.5	17%	16%
C=CCN1C(=O)C(CC(=O)Nc2ccc(OC)cc2)N(Cc2ccco2)C1=S (stereo unspecified)	2.0%	28	23	-1.6%	1.1	10%	/	/	i	7.0	-2%	-12%
Cc1ccc(CN2CCN(CC(=O)NC(C)CCc3ccccc3)C2=O)cc1 (stereo unspecified)	-2.3%	1	4	1.8%	1.2	2%	/	/	i	5.8	4%	2%
CC1CC(NNC(=O)c2ccccc2)=Nc2ccccc2N1C (stereo unspecified)	0.2%	-14	-36	-2.2%	2.1	8%	-5	753	i	0.8	-13%	-16%
CC(Oc1ccc(C(=O)NC2CCCCC2)cc1)C(=O)O (stereo unspecified)	0.2%	-1	20	-2.9%	1.1	6%	-2	768	i	0.6	10%	4%
Cc1ccc(S(=O)(=O)Cn2nnnc2C(CC(C)C)N2CCN(C)CC2)cc1 (stereo unspecified)	-2.2%	11	10	-1.9%	1	3%	-1	653	i	0.1	-7%	3%
CS(=O)(=O)N1CCCC(c2nc(-c3ccc(S(=O)(=O)NCc4ccccc4)cc3)no2)C1 (stereo unspecified)	-0.6%	-2	-5	-0.7%	1	14%	/	/	i	10	15%	13%
Cc1ccc(Cn2c(Sc3ncccn3)nc3c2c(=O)[nH]c(=O)n3C)cc1	1.1%	-5	-6	/	1	-3%	31	703	i	0.9	2%	0%
O=C(/C=C/c1ccc([N+](=O)[O-])cc1)NCc1cccs1	1.7%	3	-33	-0.8%	1.1	5%	0	623	i	0.4	0%	-1%
CN(C)S(=O)(=O)c1ccc(Cl)c(NC(=O)COC(=O)C2CSC3(C)CCC(=O)N23)c1 (stereo unspecified)	2.2%[50 µM]	1	18	-3.7%	1.1	4%	0	687	i	0.6	4%	1%
O=C(CCCCC(=O)N1CCN(c2ccccc2)CC1)N1CCN(c2ccccc2)CC1	/	5	-5	1.1%	1.2	/	/	/	/	/	12%	10%
COc1ccccc1CSc1nc2ccccc2[nH]1	4.1%	-5	-2	-1.3%	1.1	6%	-8	652	i	7.8	20%	20%
COc1ccc(NC(=O)C2CCN(S(=O)(=O)c3ccc(OC)c(OC)c3)CC2)c(OC)c1	0.0%	-7	-5	-1.2%	1.1	-1%	/	/	i	1.2	6%	1%
CCc1ccccc1N1C(=O)C2CC(C)=C(C)CC2C1=O (stereo unspecified)	0.3%	-4	-6	-2.2%	1.1	3%	4	751	i	1.0	-1%	-6%

Part of the list above in order of length of the SMILES, largest number first:
SMILES	K1F lysis inhibition	WT yeast gro inh	WT yeast gro inh mutant strain	CSM14.1 death rescue	TNAP activation fold	M1AAP inhibition	Lipid droplet	Lipid droplet cells 6.5 µM	Myeloid diff MLP	Myeloid diff MLP GFP+ MAC1+ %	human PMI inhibition	human PMI inhibitors
COc1ccc(C(=O)OCC(=O)NCC2CCCO2)cc1 (stereo unspecified)	0.1%	-13	-32	1.4%	1.1	-5%	10	711	i	0.1	-6%	-3%
O=S(=O)(NCc1ccco1)c1cccc2cccnc12	0.8%	-6	-7	6.4%	1.1	1%	2	766	i	1.0	2%	24%
O=C(Cc1ccccc1)NCCSCc1ccco1	0.8%	10	5	-3.0%	1	3%	-6	776	i	9.0	10%	4%

Assay outcomes: PubChem, several laboratories
